Compound activity: PubChem, several laboratories
MazEF act – activators of E. coli MazEF toxin-antitoxin RNase, primary screen, biochemical, fluorescence, uHTS; 0.32% of 350,000 active; AID 504720, 2011; activation, % at 20 µM; FAM/BHQ RNA-DNA oligo cleavage fluorescence, 5 h; Endoribonuclease toxin MazF (Escherichia coli (strain K12)), P0AE70; in the data active = activation above about 50%
Anthrax LF prot – Bacillus anthracis LF protease inhibitors, primary screen, biochemical, multiplex microsphere, MLPCN library | Lethal factor (Bacillus anthracis), P15917 | multiplex microsphere protease cleavage assay | inhibition, % at 10 µM | 0.12% of 360,000 active | AID 588501, 2011; in the data active = inhibition above about 30%; also: plate controls were buffer without enzyme for full effect and enzyme alone for no effect
3CLpro inhibitor – SARS-CoV 3CLpro protease inhibitors, primary screen, biochemical, quenched FRET; Replicase polyprotein 1ab (Severe acute respiratory syndrome coronavirus), P0C6X7; recombinant SARS-CoV 3CLpro, quenched FRET peptide cleavage; inhibition, % at 6 µM; 0.14% of 290,000 active; AID 1706, 2009; in the data active = inhibition above about 12%
SSB-PriA inh – inhibitors of Klebsiella pneumoniae PriA binding to SSB C-terminal tail, primary screen, biochemical, AlphaScreen; PriA–SSB C-terminal tail interaction (Klebsiella pneumoniae); AlphaScreen SSBct-PriA binding, biotinylated peptide; inhibition, % at 33 µM; 0.6% of 430,000 active; in the data active = inhibition mostly above about 37%, no sharp cut-off; inactive = mostly below about 20%;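 also: plate controls were negative control peptide for no effect and reference peptide for full effect; strong numbers were not always called active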
BH1578 lux ind – inducers of Vibrio cholerae quorum light production without autoinducers, primary screen, BH1578 luxS cqsA deficient, single point. activation, % at 18.7 µM. 0.16% of 350,000 active. AID 588436, 2011. V. cholerae BH1578 lux reporter, luminescence, 6 h; in the data active = activation mostly above about 9.7%, no sharp cut-off; also: not every result past the cut was called active; inactives centre near 0; reference of the scale not given here
Yp Topo-I inh – Yersinia pestis topoisomerase I inhibitors, primary screen, biochemical, cleavage product accumulation, plate reader, single point | 0.064% of 360,000 active | Y. pestis Topo-I cleavage product accumulation | activity, % at 10 µM; in the data active = activity above about 50%, passing the limit was not always enough; also: inactives centre near 2
TcdB inh – TcdB glycohydrolase inhibitors, primary screen, biochemical, single point, plate reader; Toxin B (Clostridioides difficile), P18177; TcdB glycohydrolase enzymatic assay; 0.24% of 350,000 active; inhibition, % at 9.99 µM; AID 652162, 2013; in the data active = inhibition above about 10%
Target sequence (P18177 whole entry, looked up): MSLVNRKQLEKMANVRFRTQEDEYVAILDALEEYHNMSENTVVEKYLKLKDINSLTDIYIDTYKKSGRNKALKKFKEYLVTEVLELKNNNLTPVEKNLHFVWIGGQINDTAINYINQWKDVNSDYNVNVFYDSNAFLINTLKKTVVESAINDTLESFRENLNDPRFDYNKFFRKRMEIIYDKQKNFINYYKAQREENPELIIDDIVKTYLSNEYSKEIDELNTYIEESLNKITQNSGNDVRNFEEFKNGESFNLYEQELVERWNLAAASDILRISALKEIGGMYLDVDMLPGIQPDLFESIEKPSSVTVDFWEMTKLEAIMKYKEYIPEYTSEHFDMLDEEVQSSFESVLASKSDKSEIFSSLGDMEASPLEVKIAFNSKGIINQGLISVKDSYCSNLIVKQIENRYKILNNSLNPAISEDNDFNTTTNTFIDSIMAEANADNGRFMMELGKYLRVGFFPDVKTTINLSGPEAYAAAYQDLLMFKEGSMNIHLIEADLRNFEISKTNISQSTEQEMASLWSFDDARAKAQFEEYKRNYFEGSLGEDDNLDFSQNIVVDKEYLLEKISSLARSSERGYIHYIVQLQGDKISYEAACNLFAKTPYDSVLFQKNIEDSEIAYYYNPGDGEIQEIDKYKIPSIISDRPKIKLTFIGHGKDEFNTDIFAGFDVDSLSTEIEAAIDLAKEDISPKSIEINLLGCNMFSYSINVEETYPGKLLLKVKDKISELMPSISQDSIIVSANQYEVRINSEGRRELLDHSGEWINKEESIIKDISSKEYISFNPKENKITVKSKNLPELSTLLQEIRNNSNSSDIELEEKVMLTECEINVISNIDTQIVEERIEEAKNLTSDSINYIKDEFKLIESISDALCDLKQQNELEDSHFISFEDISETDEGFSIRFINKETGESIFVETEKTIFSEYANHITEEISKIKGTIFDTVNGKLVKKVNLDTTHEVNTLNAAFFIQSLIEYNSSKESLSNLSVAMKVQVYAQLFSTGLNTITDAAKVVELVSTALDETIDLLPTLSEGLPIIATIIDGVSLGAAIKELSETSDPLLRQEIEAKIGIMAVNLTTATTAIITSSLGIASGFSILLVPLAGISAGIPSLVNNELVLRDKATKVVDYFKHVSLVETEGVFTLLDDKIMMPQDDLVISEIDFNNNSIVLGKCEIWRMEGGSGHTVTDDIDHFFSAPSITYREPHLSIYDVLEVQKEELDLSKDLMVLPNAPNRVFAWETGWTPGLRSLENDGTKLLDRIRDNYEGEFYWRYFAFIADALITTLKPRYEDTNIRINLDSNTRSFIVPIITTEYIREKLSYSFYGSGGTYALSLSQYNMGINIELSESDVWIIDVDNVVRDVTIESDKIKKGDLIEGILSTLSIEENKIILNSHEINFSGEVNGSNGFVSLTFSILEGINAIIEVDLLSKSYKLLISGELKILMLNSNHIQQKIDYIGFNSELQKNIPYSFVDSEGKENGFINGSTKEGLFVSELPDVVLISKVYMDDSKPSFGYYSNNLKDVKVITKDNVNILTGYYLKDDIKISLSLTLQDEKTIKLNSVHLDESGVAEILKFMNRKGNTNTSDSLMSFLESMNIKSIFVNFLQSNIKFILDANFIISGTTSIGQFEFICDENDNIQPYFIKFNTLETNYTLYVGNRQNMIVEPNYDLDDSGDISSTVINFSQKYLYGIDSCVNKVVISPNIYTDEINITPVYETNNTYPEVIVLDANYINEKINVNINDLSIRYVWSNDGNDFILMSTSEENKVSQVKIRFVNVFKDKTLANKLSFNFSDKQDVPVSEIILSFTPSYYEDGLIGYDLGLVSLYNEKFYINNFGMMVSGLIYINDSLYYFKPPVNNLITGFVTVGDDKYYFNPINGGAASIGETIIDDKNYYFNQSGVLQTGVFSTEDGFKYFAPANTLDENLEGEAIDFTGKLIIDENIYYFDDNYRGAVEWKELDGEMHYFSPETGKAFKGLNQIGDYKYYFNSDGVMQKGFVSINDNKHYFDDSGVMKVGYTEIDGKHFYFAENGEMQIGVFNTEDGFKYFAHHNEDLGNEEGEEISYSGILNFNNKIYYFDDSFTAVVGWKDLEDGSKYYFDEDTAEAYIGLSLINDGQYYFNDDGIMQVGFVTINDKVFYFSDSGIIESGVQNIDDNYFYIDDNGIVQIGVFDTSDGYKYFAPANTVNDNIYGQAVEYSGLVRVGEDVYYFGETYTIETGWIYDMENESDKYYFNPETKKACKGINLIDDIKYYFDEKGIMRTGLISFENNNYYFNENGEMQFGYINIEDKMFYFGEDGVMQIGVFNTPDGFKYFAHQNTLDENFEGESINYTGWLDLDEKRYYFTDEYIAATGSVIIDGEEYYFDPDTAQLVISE
PfHsp40 yeast – rescue of yeast from PfHsp40 toxicity, primary screen, S. cerevisiae, ATP luminescence; S. cerevisiae expressing PfHsp40, growth rescue; growth rescue, % at 12.5 µM; 0.68% of 340,000 active; in the data active = growth rescue above about 28%, passing the limit was not always enough;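 also: yeast W303a lacking pdr1 and pdr3 grown in galactose medium; growth measured after three days at 30 °C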
VHR inh abs – VHR1 phosphatase inhibitors, primary screen, biochemical, absorbance, uHTS | Dual specificity protein phosphatase 3 (Homo sapiens), P51452 | recombinant VHR phosphatase, pNPP absorbance | inhibition, % at 13.3 µM | 0.52% of 290,000 active | AID 1654, 2009; in the data active = inhibition above about 50%; also: some compounds called inactive have numbers as strong as hits
Rv3671c inh – Rv3671c serine protease inhibitors, primary screen, biochemical, fluorescence polarization, M. tuberculosis H37Rv; P9WHR9; inhibition, % at 5.96 µM; 0.048% of 320,000 active; AID 2606, 2010; in the data active = inhibition above about 38%;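 also: extracellular domain of Rv3671c used as enzyme; 0% = enzyme with DMSO and 100% = no enzyme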
* = called active by the depositor; i = inactive; . = no result given; & = joins results of further samples.

SMILES	MazEF act	Anthrax LF prot	3CLpro inhibitor	SSB-PriA inh	BH1578 lux ind	Yp Topo-I inh	TcdB inh	PfHsp40 yeast	VHR inh abs	Rv3671c inh
COc1ccc(OCc2nnc(SCC(=O)c3ccccc3)o2)cc1	7	-1	2	-9	-0.4	6	2.0	0.0	14	-7
Cc1ccsc1-c1cc2nc(NCCCN(C)C)n(C)c(=O)c2s1	.	2	.	.	-0.1	-2	2.6	.	.	.
CC(C)(C)NC(=O)c1cccc(NC(=O)Cc2ccc(Br)cc2)c1	-2	-3	3	-11	-0.5	2	.	1.4	-12	-2
Clc1ccccc1-c1nnc2sc(-c3ccccn3)nn12	-6	-2	-4	-18	-1.4	-1	.	0.5	-3	.
COc1cc2c(cc1OC)-c1cc(OCc3ccccc3Cl)nc(=O)n1CC2	4	-2	-7	-17	8.0	0	.	0.6	18	-1
O=C(COC(=O)c1ccc(O)cc1)NCCc1c[nH]c2ccccc12	6	3	.	6	i	-11	-0.9	-0.7	.	2
O=C1CCN(CCc2ccccc2)CCN1CCSc1ccc(Br)cc1	0	3	.	-6	0.8	9	0.4	0.6	19	1
O=C(Nc1ccccc1)Nc1nc(-c2ccc(F)cc2)cs1	-19	1	2	-5	-0.3	-3	0.3	0.9	1	9
Cc1ccc(F)cc1NC(=O)CN1CCN(c2ccccn2)CC1	2	3	-3	-14	i	13	6.2	1.9	31	8
CCOC(=O)N1CCN(C(=O)CN(c2ccc3c(c2)OCO3)S(C)(=O)=O)CC1	-9	-4	-6	-1	-1.7	5	.	-1.3	31	-6
Cc1cccc(NS(=O)(=O)c2ccc3c(c2)CCC(=O)N3)c1	-3	-1&-7	7	-8	-0.2	-4&11	1.3&-0.2	-0.3	5	6
O=C(NC1CCN(C(=O)Nc2cccc(Cl)c2)CC1)c1ccco1	15	-4	-5	-7	-16	7	-0.4	0.9	10	5
CCOc1ccc2nc(COC(=O)c3cccs3)c(C(=O)c3ccccc3)[n+]([O-])c2c1	3	2	4	4	-0.3	20	2.0	-1.0	6	-2
COc1ccc(NC(=O)CS(=O)(=O)c2cn(CC(=O)N3CCCC3)c3ccccc23)c(OC)c1	-1	0	-3	-6	0.5	5	0.7	0.9	-14	3
CCCN(Cc1nnc(-c2cccs2)o1)C(=O)CN1C(=O)NC2(CCCCC2)C1=O	-3	-5	.	-8	i	1	3.7	.	.	.
Cc1ccc(NC(=S)N(CCN(C)C)Cc2cccs2)cc1C	2	-4	2	2	i	-4	3.8	-1.4	26	3
CC1CCN(c2c(NCC3CCC(C(=O)NCCC4=CCCCC4)CC3)c(=O)c2=O)CC1 (stereo unspecified)	19	-10	-4	-9	2.2	28	0.8	1.0	5	-11
COc1ccc(C(=O)C2CCCN(C(=O)COc3ccc(C(C)=O)cc3)C2)cc1F (stereo unspecified)	-1	2	5	-1	1.6	5	1.7	-1.1	1	6
Clc1ccc2nc(-c3ccccc3)cn2c1	4	2	-3	7	-0.5	-4	2.4	0.4	11	-2
COc1cc(S(=O)(=O)N2CCN(Cc3ccc4c(c3)OCO4)CC2)c(C)cc1C	6	-2	-2	7	-0.4	26	1.2	0.3	8	4
CCCOc1ccc(C2C(=O)N(C3CCCCC3)CC(=O)N2C2CC2)cc1OC (stereo unspecified)	-2	-2	-3	-2	0.0	9	.	0.1	39	9
O=C(Nc1cccc(S(=O)(=O)C(F)F)c1)c1ccc(S(=O)(=O)N2CCCCC2)cc1	-10	0	3	-7	-0.3	2	0.0	1.7	6	-42
CC/S(C)=N/S(=O)(=O)c1ccc(C)cc1 (stereo unspecified)	3	-2	-6	.	-2.4	2	0.5	-0.8	-2	-17
O=C(N/N=C/c1cc(Br)ccc1O)c1ccncc1	-60	-4	4	.	-0.6	1	-14	-0.5	5	41*
O=C(NNC(=S)NC(=O)c1ccccc1[N+](=O)[O-])c1ccccc1[N+](=O)[O-]	10	-4	1	1	3.0	-3	0.0	-0.1	26	2

An excerpt of these results, with values under each structure:
Values run as follows: MazEF act	Anthrax LF prot	3CLpro inhibitor	SSB-PriA inh	BH1578 lux ind	Yp Topo-I inh	TcdB inh	PfHsp40 yeast	VHR inh abs	Rv3671c inh
O=C1CCN(CCc2ccccc2)CCN1CCSc1ccc(Br)cc1
 : 0	3	.	-6	0.8	9	0.4	0.6	19	1
CC1CCN(c2c(NCC3CCC(C(=O)NCCC4=CCCCC4)CC3)c(=O)c2=O)CC1 (stereo unspecified)
 : 19	-10	-4	-9	2.2	28	0.8	1.0	5	-11
O=C(Nc1ccccc1)Nc1nc(-c2ccc(F)cc2)cs1
 : -19	1	2	-5	-0.3	-3	0.3	0.9	1	9
Cc1ccsc1-c1cc2nc(NCCCN(C)C)n(C)c(=O)c2s1
 : .	2	.	.	-0.1	-2	2.6	.	.	.
CC(C)(C)NC(=O)c1cccc(NC(=O)Cc2ccc(Br)cc2)c1
 : -2	-3	3	-11	-0.5	2	.	1.4	-12	-2

The list continues:
SMILES	MazEF act	Anthrax LF prot	3CLpro inhibitor	SSB-PriA inh	BH1578 lux ind	Yp Topo-I inh	TcdB inh	PfHsp40 yeast	VHR inh abs	Rv3671c inh
CC1(C)SC(=S)N(NC(=O)Nc2cccc3ccccc23)C1N(O)C(=O)Nc1ccccc1 (stereo unspecified)	0	0	5	14	i	0	-0.5	1.1	-7	-79
O=C(CN1C(=O)COc2ccccc21)N1CCCC1	-8	0	0	-8	0.9	4	-0.6	0.5	56*	4
CCN(CCCNC(=O)CCn1c(=S)[nH]c2cc3c(cc2c1=O)OCO3)c1cccc(C)c1	-3	-1	-1	-2	-0.4	-13	-2.3	0.8	-14	0
CCCC(=O)Nc1nc2c(C)c(Cl)ccc2s1	-7	-4	2	3	-0.1	0	0.8	7.7	2	-7
COc1ccccc1NC(=O)CSc1nnc(C2CCCCC2)n1N	4	0	-1	6	-1.0	0	1.3	-1.0	-6	12
CCn1cc(-c2cc(C(=O)O)c3ccccc3n2)cn1	-2	-2	1	6	i	-1	2.5	-1.8	16	4
Cn1ccnc1-c1ccc(-c2nccn2C)cc1	7	2	6	-9	-0.9	-2	1.5	-1.2	-5	1
O=C(/C=C/c1cccc(Br)c1)N1CCN(c2cccc(C(F)(F)F)c2)CC1	-12	0	-3	-3	-0.7	35	.	-0.1	1	-15
CCC(CC)NC(=O)Nc1ccc(F)c(Cl)c1	5	0	6	-6	-2.2	0	-0.2	1.1	8	-2
Cc1ccc(CNC(=O)C2CCC(CNc3c(N4CCC(C)CC4)c(=O)c3=O)CC2)cc1 (stereo unspecified)	3	0	3	-5	-0.1	27	0.6	0.1	-4	-1
Cc1[nH]c2ccccc2c1SCC(=O)N1CCC(C)CC1	0	-9	-5	5	-0.1	15	2.2	-0.2	8	-3
C/C(CCc1ccco1)=N\NC(=O)CNc1c(Br)cc(Br)cc1Br	2	-5	11	.	-0.3	10	1.4	24	5	-9
C[n+]1ccccc1/C=C/c1ccc([N+](=O)[O-])cc1	-1	-16	0	-6	i	6	1.1	1.6	27	-2
CCCCn1c(N)c(N(CCOC)C(=O)c2cc3ccccc3cc2OC)c(=O)[nH]c1=O	7	5	.	7	i	1	1.0	3.3	.	2
CCOC(=O)N1CCc2c(sc3[nH]c(=S)[nH]c(=S)c23)C1	-304	.	-3	-5	.	.	.	.	6	-2
O=C(CCCN1C(=O)NC2(CCCC2)C1=O)N1CCN(S(=O)(=O)c2ccccc2)CC1	1	-5	.	-11	-0.8	-1	1.7	-0.2	.	-4
CCn1c(Cc2ccccc2)nnc1SCC(=O)Nc1ccccc1	1	-9	-6	-1	-0.2	3	.	-1.4	3	-8
COc1ccc(C2SCC(=O)Nc3c2c(C)nn3C2CCOC(C)(C)C2)cc1OC (stereo unspecified)	8	-3	2	4	i	4	.	-0.7	16	-7
COc1cc2c(c(OC)c1OC)-c1ccc(O)c(=O)cc1C(NC(C)=O)CC2 (stereo unspecified)	11	-4	-1	-1	-0.7	5	0.1	-0.2	2	-7
CCOC(=O)COc1c(OC)cc(Cl)cc1C1Nc2ccccc2C(=O)N1c1ccc(F)cc1 (stereo unspecified)	-1	3	4	-16	-5.3	12	.	1.3	-16	2
Cc1ccccc1OCc1nnc2n1CC(C)S2 (stereo unspecified)	1	-1	-3	-22	-0.1	5	-3.5	-0.3	2	3
COc1ccc(/C=N/O)cc1COc1ccc(NC(C)=O)cc1	1	10	-3	.	-0.4	3	.	-0.2	9	-6
CCc1ccc(CNCc2ccc(OCC(O)CN(C)Cc3ccccc3)cc2)nc1 (stereo unspecified)	4	-6	4	5	-0.3	12	0.5	0.4	31	7
Nc1ccn(C2OC(CO)C(O)C2O)c(=O)n1 (stereo unspecified)	.	-2	.	.	-0.5	6	1.3	.	.	.
O=C1c2ccccc2C(=O)N1CCCc1nc2ccccc2c(=O)n1CCCn1ccnc1	6	1	-5	0	-1.9	2	.	0.0	20	0

(further entries)
SMILES	MazEF act	Anthrax LF prot	3CLpro inhibitor	SSB-PriA inh	BH1578 lux ind	Yp Topo-I inh	TcdB inh	PfHsp40 yeast	VHR inh abs	Rv3671c inh
O=C(c1cc(COc2c(F)cccc2F)on1)N1CCC(c2ccncc2)CC1	6	-1	-4	-10	-0.3	31	2.0	0.8	-10	-1
C=CCN1C(=O)/C(=c2\sc3nc(=O)c(Cc4ccc(OC)c(OC)c4)nn3c2=O)c2ccccc21	6	.	6	.	0.4	-9	0.4	.	25	-2
Cc1ccn2c(=O)nc(SCC(=O)NCc3ccccc3)nc2c1	-7	-1	.	0	i	6	1.5	-0.1	.	-8
Cc1ccc(NC(=O)c2cccc(NC3=NC4CS(=O)(=O)CC4S3)c2)cc1C (stereo unspecified)	2	-10	0	-10	-0.2	-1	0.1	-0.3	13	3
CCOC(=O)c1c(NC(=O)Cc2cccs2)sc(C(=O)NC2CCCCC2)c1C	-21	4	2	5	1.0	9	.	0.0	-12	-12
CNC(=O)c1nc(C)n(-c2ccc([N+](=O)[O-])cc2)n1	1	-4	-1	2	-0.5	8	4.0	0.7	12	0
CCO[C@@H]1OC(C(=O)NCc2ccccc2)=C[C@H](c2ccc(C(F)(F)F)cc2)[C@H]1CCCO	0	4	2	-7	-0.5	4	1.3	14	-2	-12
O=C(CSc1ccccn1)Nc1ccccc1F	-13	0	-2	-13	i	-2	.	-0.6	-11	-1
CCOC(=O)C1CCN(C(=O)c2cc3c(OC)c(OC)c(OC)cc3[nH]2)CC1	-1	-16	5	12	-7.7	0	-5.7	0.5	.	12
O=C(NCc1ccoc1)c1ccc(NC(=O)c2ccccc2Cl)cc1	9	-1	0	9	-0.1	-5	.	-0.2	17	3
COc1cccc(NC(=O)C(=S)NC2CCCCC2)c1	3	-1	4	-2	0.3	1	-0.6	-0.6	-6	4
Nn1c(SCC(=O)NC(=O)Nc2ccc3c(c2)OCCO3)nnc1C1CC1	9	0	1	-7	-0.3	1	0.5	0.5	-3	-4
COC(=O)C(C)Sc1ccc2nnc(-c3ccc(F)cc3)n2n1 (stereo unspecified)	8	-1	3	2	i	6	-0.2	-0.1	44	-2
O=C(COc1ccc(S(=O)(=O)N2CCCC2)cc1)NCc1ccco1	-3	-2	7	-14	i	-4	.	-1.0	39	7
CCOC(=O)c1cnn(-c2nc(-c3ccccc3F)cs2)c1C(F)(F)F	-4	-12	-4	-15	i	9	.	2.0	25	2
O=C(CCN1C(=O)COc2ccccc21)N1CCN(c2ccccn2)CC1	8	1	-7	5	i	1	0.5	2.3	-1	3
O=C(NC1CCCCC1)C(Cc1ccccc1)N1C(=O)C2C3CCC(C3)C2C1=O (stereo unspecified)	0	3	1	-2	0.0	19	.	-1.3	32	2

Not all compounds are listed; the hit share may differ from the screen's.
